12-LOX inh = inhibitors of human 12S-lipoxygenase ALOX12. P18054. purified 12hLO, xylenol orange hydroperoxide absorbance. Potency, µM (highest dose often 108 µM), for the others: top-dose activity change, negative = inhibition, most hits filed as inhibitors. hit rate 1.1% among 580,000. AID 1671190; active = well fitted inhibition curve with a large enough effect; inconclusive = small, poorly fitted or top-dose-only effect, or another doubt; inactive = no such curve, though single readings can be large or run the other way
Target sequence (P18054 whole entry, looked up): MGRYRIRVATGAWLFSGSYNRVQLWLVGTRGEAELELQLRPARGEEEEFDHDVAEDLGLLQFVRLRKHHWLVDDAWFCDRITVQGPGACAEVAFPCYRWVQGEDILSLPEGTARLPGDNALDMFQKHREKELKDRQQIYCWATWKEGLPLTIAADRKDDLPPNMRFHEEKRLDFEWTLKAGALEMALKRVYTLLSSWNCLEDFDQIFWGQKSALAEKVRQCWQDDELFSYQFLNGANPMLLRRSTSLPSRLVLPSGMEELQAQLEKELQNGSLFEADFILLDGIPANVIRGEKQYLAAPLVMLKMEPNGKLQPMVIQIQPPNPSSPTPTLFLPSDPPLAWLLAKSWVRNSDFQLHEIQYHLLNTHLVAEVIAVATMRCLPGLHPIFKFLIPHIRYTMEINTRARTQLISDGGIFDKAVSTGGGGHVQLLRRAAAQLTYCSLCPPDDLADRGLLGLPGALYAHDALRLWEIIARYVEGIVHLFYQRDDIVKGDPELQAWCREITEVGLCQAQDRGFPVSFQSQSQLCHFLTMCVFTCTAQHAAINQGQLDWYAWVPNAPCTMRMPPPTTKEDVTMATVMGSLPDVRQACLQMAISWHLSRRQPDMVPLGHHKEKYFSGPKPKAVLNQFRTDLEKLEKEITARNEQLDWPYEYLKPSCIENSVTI
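Purified human 12hLO (150 nM final) in 25 mM Hepes, 0.01% Triton X-100, pH 7.0 was preincubated 15 min at room temperature with compound. Then 40 uM arachidonic acid was added, 30 min. Hydroperoxide was read by Fe-XO absorbance ratio 573/405 nm.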
The depositor's hits bear a star; u = inconclusive; [ ] = remark or other dose. % is scaled to controls: 0 for no effect and ±100 for the full control effect; potency is read from the fitted curve at half-maximal effect. Some of the compounds tested (hit frequency here may not be typical).

Start of the data: the first four compounds (preview)
SMILES | 12-LOX inh
Cc1ccc(-c2cnc(CCC(=O)N(C)C(C)c3ccc(S(N)(=O)=O)cc3)o2)cc1C (centres undefined) | 18%
CCNC(=O)NC(=O)C(C)N1CCN(c2ccc(F)cc2)CC1 (centres undefined) | -19%
CCCNC(=O)N(C1CCOCC1)C1CCN(C(=O)c2ccc(C)c(F)c2)CC1 | 35%[activator]
COCCCNc1nc2c(S(=O)(=O)c3ccccc3)nnn2c2ccccc12 | 2%[6.33 µM]

Results (from the top)
SMILES | 12-LOX inh
Cc1ccc(-c2cnc(CCC(=O)N(C)C(C)c3ccc(S(N)(=O)=O)cc3)o2)cc1C (centres undefined) | 18%
CCNC(=O)NC(=O)C(C)N1CCN(c2ccc(F)cc2)CC1 (centres undefined) | -19%
CCCNC(=O)N(C1CCOCC1)C1CCN(C(=O)c2ccc(C)c(F)c2)CC1 | 35%[activator]
COCCCNc1nc2c(S(=O)(=O)c3ccccc3)nnn2c2ccccc12 | 2%[6.33 µM]
Cc1cc(C)cc(C(=O)OCCN(C)C2CN(Cc3cn(Cc4ccccc4F)nn3)S(=O)(=O)C2)c1 (centres undefined) | -21%
COCc1nnc2n1CCC(NC(=O)c1cc(C3CC3)[nH]n1)CC2 (centres undefined) | 37%[activator]
COc1ccc(C2CCC(=O)N2Cc2ccc(F)cc2)cc1 (centres undefined) | 26%
COc1ccc(OC)c(C(=O)Oc2cc(Cl)ccc2Cl)c1 | u
Cc1ccc(NC(=O)N2CC(C(=O)N(C)C)C3(CCOCC3)C2)cc1C (centres undefined) | 67%[activator]
CCCn1nccc1S(=O)(=O)N1CCc2nc(-c3ccccc3)[nH]c2C1 | 36%

Next section; it opens with the two that closed the last part.
SMILES | 12-LOX inh
Cc1ccc(NC(=O)N2CC(C(=O)N(C)C)C3(CCOCC3)C2)cc1C (centres undefined) | 67%[activator]
CCCn1nccc1S(=O)(=O)N1CCc2nc(-c3ccccc3)[nH]c2C1 | 36%
COc1cccc(-c2nnc(SCC(=O)Nc3ccc4c(c3)OCO4)n2-n2cccc2)c1 | -20%
COc1ccccc1/C=C/C(=O)c1cc(F)ccc1OC(=O)c1ccccc1Br | 8%
CCOc1ccccc1NC(=O)N1CCC([C@@H]2[C@H](OC)C(=O)N2C(C)C)CC1 | 1%
COc1ccc(OC)c(-c2cc(-c3ccccc3)nc3c(C)noc23)c1 | -2%[176 µM]
COc1ccc(-c2cc(N3CCC(NC(=O)c4cccc(OC(F)(F)F)c4)C3)n[nH]2)cc1 (centres undefined) | 9%
Cc1ccc2c(=O)cc(C(=O)NCC(c3cccs3)N3CCCCC3)oc2c1C (centres undefined) | 23%
CCO[C@H]1CN(Cc2cnc(-c3ccccc3C)s2)C[C@@H]1O | -2%
Cc1nc(-c2c3n(c(=O)n(CC(=O)Nc4ccccc4F)c2=O)CCCC3)no1 | 4%
O=C(NCCc1ccc(F)cc1)C1CCCC1 | 4%
O=C(c1cccc2[nH]ccc12)N1CCC2(CC1)N=C(c1cccc(Br)c1)NO2 | 8%
COc1ccc(CN2CCOc3nc(-c4cc5ccccc5o4)ncc3C2=O)cc1 | -5%[176 µM]
O=C(c1cc(-c2ccc(F)cc2)nc2ccccc12)N1CCCC1c1nc(C2CCOCC2)no1 (centres undefined) | 15%
CCCCN(C)S(=O)(=O)c1ccc2c(c1)c(=O)n(CC(=O)N1CCCCCC1)c(=O)n2C | -5%
COc1ccc(CNc2ncnc3c2CN(C2CCCNCC2)C(=O)CN3C)cc1OC (centres undefined) | u
CCOc1ccc(Oc2ccc(Cl)cc2NC(=O)Cn2c(=O)c3c(ncn3C)n(C)c2=O)cc1 | u
Cc1c(C(=O)NCc2ccc3c(c2)OCO3)cnn1-c1ncc2c(n1)-c1ccccc1CC2 | -4%
COc1ccc(NC(=O)N2CCOC(c3ccc(Cl)cc3)C2)c(C)c1 (centres undefined) | 48%[activator]
O=C(O)c1cccc(NC(=S)N/N=C/c2ccc([N+](=O)[O-])cc2)c1 | u
O=C(c1cc(Cl)ccc1F)N1CCC(OC2CCN(Cc3ccccc3)CC2)CC1 | -2%
Fc1ccc(COc2cccc(-c3nnco3)c2)cc1 | 6%
O=C(Nc1cccc(Cl)c1)C1CN(c2cccc(Cl)c2)C(=O)N1 (centres undefined) | u
COCCN1CC(CO)C2(CCN(Cc3ccc(F)c(F)c3)CC2)C1 (centres undefined) | 53%
Fc1ccc(-c2cc(CC3(NCc4ccc(OC(F)(F)F)cc4)COC3)no2)cc1 | 20%[176 µM]
O=C1NCCCCCCN(C(=O)C2CC2)[C@H]2CCCC[C@@H]12 | -4%
Cn1ncc(N2CCCC(CC(=O)N3CCCCCC3)C2)cc1=O (centres undefined) | u
CN(Cc1cccc(F)c1)C(=O)c1ccc(CS(C)(=O)=O)cc1 | -1%
CCC(CC)NC(=O)Cn1nc(C)c2ccccc2c1=O | 1%
COc1cccc(C2C=C(c3ccc(C)cc3)Nc3ncnn32)c1 (centres undefined) | u
CCN1C(=O)CCc2cc(NC(=O)c3cncc(Br)c3)ccc21 | 41%[activator]
O=C(c1cccc(F)c1)N1CCN(Cc2cc(=O)n3ccsc3n2)CC1 | 7%
CC(=O)c1cccc(NC(=O)c2cccc3ncccc23)c1 | u
O=C(Cc1c[nH]c2ccccc12)NC1CCCc2c1[nH]c1ccc(F)cc21 (centres undefined) | u
Cc1ccc(NC(=O)C2=C(N3CCOCC3)c3ccccc3S2(=O)=O)cc1 | 6%
Cc1cc(C)c(C(=O)CSc2nnnn2C)cc1C | 2%
CC(Oc1ccc2ccc(=O)oc2c1)C(=O)Nc1ccc(C(N)=O)cc1 (centres undefined) | u
CC(C)c1ccc(NC(=O)CCC2CCN(C(=O)c3ccccc3)CC2)cc1 | -2%
Cc1c(-c2ccc(Cl)cc2)nc2ccccc2c1C(=O)NC1CCCCCCC1 | u
CCOC(=O)c1c(C)c(CCC(=O)NCCN2CCN(C)CC2)c(C)n1C | 14%
CC(=O)N1CCC(C(=O)NCc2cccnc2N(C)Cc2ccccc2)CC1 | 0%
COc1ccc(C)cc1NC(=O)Cc1nc(-c2cccs2)oc1C | -2%
Cn1cc(-c2nc(COc3cccc4c3OC(C)(C)C4)cs2)cn1 | -19%
Cc1cc(C)c(NC(=O)CC2(C(=O)O)CCCCC2)c(C)c1 | -23%
COCC1(C(=O)N2CCN(c3nccc(N)n3)CC(O)C2)CC1 (centres undefined) | -12%
CN(C)C(=O)c1nc(-c2ccc(F)cc2)c2cnccn12 | -3%[176 µM]
O=C(NCCc1ccccc1)C1CN(S(=O)(=O)c2cccnc2)CC12CCCCC2 (centres undefined) | 21%
Cc1cccc(NC(=O)CSc2nc3c(cc2C#N)CCCC3)c1 | -3%
CCOCC1(C)COc2ccc(C(=O)Nc3cccc(Cl)c3)cc2N1 (centres undefined) | -2%[176 µM]
CCC(c1cccs1)N1C(=O)[C@H]2CN(C)C[C@H]2C1=O (some centres undefined) | 21%
Cc1noc(-c2ccn3c(CNC(=O)c4nccc5ccccc45)nnc3c2)n1 | 47%[activator]
C/C(=N/Nc1ccc(S(N)(=O)=O)cc1[N+](=O)[O-])c1cccc(C(F)(F)F)c1 | 17%
New compounds follow:
SMILES | 12-LOX inh
CCOc1ccc(-n2cc(-c3ccccc3)c3c(NC(C)C)ncnc32)cc1 | 10%
CC(C)N1CCN(C(=O)C2CCCCC(=O)N2C)CC1 (centres undefined) | 31%
CC(C)Oc1nc2ccccc2nc1N1CCC(C(=O)NCc2ccccc2Cl)CC1 | -32%
O=C(O)CCC(=O)N1Cc2ccccc2CC2(CCCN2CC2CCCCC2)C1 (centres undefined) | 3%[6.33 µM]
COc1ccc(-c2cc(N3CCC(NC(=O)Cc4ccccc4F)CC3)n[nH]2)cc1 | -4%
CCCN(C)C(=O)c1cn2ccnc(-c3ccc(C)cc3)c2n1 | 48%[activator]
COc1ncccc1-c1cnc2[nH]cc(CC(=O)NC3CC3)c2c1 | -14%[176 µM]
CC(=O)N[C@H]1CN(c2cncc(C(=O)N3CCCC3)n2)C[C@@H]1C1CC1 | u
COCC(=O)N(C1CCOCC1)C1CCN(C(=O)c2ccc(F)cc2)CC1 | 53%[activator]
CCN1C(=O)C2(C(=C(O)c3ccc4c(c3)OCCO4)C(=O)C(=O)N2CCOC)c2ccccc21 (centres undefined) | u

A different layout for some results above.
SMILES	12-LOX inh
O=C(O)CCC(=O)N1Cc2ccccc2CC2(CCCN2CC2CCCCC2)C1 (centres undefined)	3%[6.33 µM]
CC(C)N1CCN(C(=O)C2CCCCC(=O)N2C)CC1 (centres undefined)	31%
CCOc1ccc(-n2cc(-c3ccccc3)c3c(NC(C)C)ncnc32)cc1	10%
COc1ccc(-c2cc(N3CCC(NC(=O)Cc4ccccc4F)CC3)n[nH]2)cc1	-4%

(continued)
SMILES | 12-LOX inh
Cc1cc(NC(=O)CSc2nnc(-c3ccncc3)n2C2CC2)no1 | 3%
Cc1ccc(-c2cc(C(=O)Nc3nnc(C)s3)c3ccccc3n2)cc1 | -34%
CC(C)N(Cc1nc2ccccc2c(=O)[nH]1)C(=O)c1sc2cc(F)ccc2c1Cl | u
O=C(C1CCCCC1)N1CC2(Cc3ccccc3NC2=O)C1 | 5%[6.33 µM]
COC(=O)c1ccc(OC(=O)c2cccs2)c(OC)c1 | u
COC(=O)[C@H](CC(C)C)NS(=O)(=O)c1c(F)cccc1F | 19%
Fc1cccc(-c2cnc([C@@H]3COCCN3Cc3cnc[nH]3)[nH]2)c1 | 67%[activator][176 µM]
CS(=O)(=O)NCCc1ccc(C(=O)O)cc1 | 59%[activator]
CCn1c2c(c(=O)n1Cc1ccccc1)CCN(C(=O)C1CCCO1)C2 (centres undefined) | 3%[176 µM]
CC(=O)NC[C@H]1O[C@@H](CC(=O)NC(C)C)[C@H](O)[C@@H]1O | 3%[176 µM]

Arranged by molecular weight (low to high): 3 of the compounds above
SMILES | 12-LOX inh
Cn1cc(-c2nc(COc3cccc4c3OC(C)(C)C4)cs2)cn1 | -19%
O=C(Nc1cccc(Cl)c1)C1CN(c2cccc(Cl)c2)C(=O)N1 (centres undefined) | u
Cc1ccc(NC(=O)N2CC(C(=O)N(C)C)C3(CCOCC3)C2)cc1C (centres undefined) | 67%[activator]

Later entries
SMILES | 12-LOX inh
O=C(CSc1nc2ccccc2o1)Nc1cc(C(F)(F)F)cc(C(F)(F)F)c1 | u
CC(=O)c1c(C)nn(CC(=O)N2C[C@H](O)[C@@H](N3CCC(O)CC3)C2)c1C | 0%
Cn1cc(CN2C[C@H](C(=O)Nc3cccnc3)C[C@H]2c2cccc(C(F)(F)F)c2)cn1 | 27%[176 µM]
CC(C)NC(=O)N1CCN(C2CCNCC2)C(=O)C1 | 1%[6.33 µM]
Cc1ccc2nc3n(c(=O)c2c1)-c1cc(Cl)ccc1C(=O)NC3Cc1ccc(O)cc1 (centres undefined) | -20%
O=C(c1ccccc1)N1CCN(C(=O)c2[nH]c3ccccc3c2Cl)CC1 | 7%
CCn1nccc1-c1cc(C(=O)O)c2ccc(C)c(C)c2n1 | -38%
C[S+](=O)([O-])N1CC2(CCN(Cc3cccnc3)CC2)Cc2ccccc21 | 3%[6.33 µM]
Cc1ccc(CN2CC[C@@H]3OCC(=O)N(Cc4ccccc4)[C@H]3CC2)o1 | 2%[176 µM]
CN(C)CC(NC(=O)CNC(=O)NCc1ccccc1)c1ccccc1 (centres undefined) | 11%
CCCCN1C(=O)c2ccccc2C(C(=O)NCCCOC)C12CCCCC2 (centres undefined) | 51%[activator]
O=C([C@@H]1C[C@H](c2ccc(F)cc2)N([S+](=O)([O-])C2CC2)C1)N1CCN(c2ccccn2)CC1 | -29%
Cc1nn(CC(=O)N(CC2CCOC2)C2CC2)c(=O)c2ccccc12 (centres undefined) | 20%
Cc1ccc(CNC(=O)Cn2cccc2-c2nc(-c3ccc(F)cc3)no2)cc1 | -14%
Cc1c(CC(=O)O)c(=O)oc2c(C)c(OCc3cccc(Cl)c3)ccc12 | u
COCC(=O)N1C[C@H](NC(=O)c2nc3ccccc3n(C)c2=O)[C@@H](C2CC2)C1 | -5%
COc1ncccc1Nc1cnc2ccc(N(C)C)nn12 | -25%[176 µM]
Cc1ccc(CNC2CC3CCC2(C)C3(C)C)s1 (centres undefined) | 27%
CC(=O)N1CCN2C(=O)N([C@@H](C)c3ccccc3)C(=O)[C@@H]2C1 | 60%[activator][176 µM]
CC1CC(C)CN(CC(=O)O)C1 (centres undefined) | u
CC(C)c1noc(C2CCCN2C(=O)c2cc(-c3cccs3)n(C)n2)n1 (centres undefined) | 80%[activator]
CCN(CC)CCCN(C/C=C/c1ccccc1)C/C=C/c1ccccc1 | 0.71µM*
CCCOc1c(Cl)cc(C(=O)Nc2ncccc2C)cc1OC | 20%
Cc1noc(CC2CCN(C(=O)C3CCN(C(=O)C4CCCC4)CC3)CC2)n1 | 56%[activator]
O=C(Cc1coc(-c2ccccc2)n1)NC1CCCCCC1 | 5%
CNC(=O)NC(=O)CNc1ccccc1N(C)Cc1ccccc1 | u
Cc1nn(CC(=O)Nc2ccc(N3CCCC3)cc2)c(=O)c2ccccc12 | u
CC(=O)N1CCC(C(=O)N[C@H]2CCN3C(=O)N(c4ccc(C)cc4)C(=O)[C@@H]3C2)CC1 | 7%[176 µM]
Cc1cccc(Cn2c(NCc3ccco3)nc3c2c(=O)[nH]c(=O)n3C)c1 | 2%
CCN1C(=O)CCN(C(=O)c2cnc(C)cn2)CC12CCOCC2 | 26%
O=C(COc1ccc(-n2cnnn2)cc1)NC1CC1 | 0%
Cn1cnc2c1c(=O)n(CC(=O)Nc1ccc(S(=O)(=O)N3CCCCCC3)cc1)c(=O)n2C | 9%
COc1ccc(-c2cc(C(=O)NCC(C)C)c3c(C)nn(-c4ccccc4)c3n2)cc1 | u
CCc1ccc(OCC(O)Cn2c(NCCN(CC)CC)nc3c2c(=O)[nH]c(=O)n3C)cc1 (centres undefined) | -6%
Cc1ccc(S(=O)(=O)N2CCN(C(=O)c3cc4ccccc4oc3=O)CC2)cc1 | -25%
COc1ccccc1CCN1CNc2c(c(=O)[nH]c(=O)n2-c2cccc(Cl)c2C)C1 | -1%
COCCNC(=O)[C@@H]1C[C@H](Oc2cccnc2)CN1C(=O)CCc1c[nH]c2ccccc12 | 9%
